Source: PubChem BioAssay
ANO1 activ: TMEM16A chloride channel activators or potentiators, primary screen, cell-based, HTS; HEK293 TMEM16A/YFP-H148Q/I152L, iodide quench fluorescence; stronger effect = lower value; 340,000 compounds, 0.3% hits; B-score at 10 µM; AID 623877, 2012;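 active means fluorescence-ratio B-score plate-corrected deviation score at least 3 library SD below zero, with starting fluorescence score within 5 deviations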;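 further: channel opened by trigger with iodide after compound preincubation; score built on the fluorescence ratio of max minus min over baseline; more negative score means more quench and so TMEM16A activation or potentiation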
Target sequence (Q8BHY3 whole entry, looked up): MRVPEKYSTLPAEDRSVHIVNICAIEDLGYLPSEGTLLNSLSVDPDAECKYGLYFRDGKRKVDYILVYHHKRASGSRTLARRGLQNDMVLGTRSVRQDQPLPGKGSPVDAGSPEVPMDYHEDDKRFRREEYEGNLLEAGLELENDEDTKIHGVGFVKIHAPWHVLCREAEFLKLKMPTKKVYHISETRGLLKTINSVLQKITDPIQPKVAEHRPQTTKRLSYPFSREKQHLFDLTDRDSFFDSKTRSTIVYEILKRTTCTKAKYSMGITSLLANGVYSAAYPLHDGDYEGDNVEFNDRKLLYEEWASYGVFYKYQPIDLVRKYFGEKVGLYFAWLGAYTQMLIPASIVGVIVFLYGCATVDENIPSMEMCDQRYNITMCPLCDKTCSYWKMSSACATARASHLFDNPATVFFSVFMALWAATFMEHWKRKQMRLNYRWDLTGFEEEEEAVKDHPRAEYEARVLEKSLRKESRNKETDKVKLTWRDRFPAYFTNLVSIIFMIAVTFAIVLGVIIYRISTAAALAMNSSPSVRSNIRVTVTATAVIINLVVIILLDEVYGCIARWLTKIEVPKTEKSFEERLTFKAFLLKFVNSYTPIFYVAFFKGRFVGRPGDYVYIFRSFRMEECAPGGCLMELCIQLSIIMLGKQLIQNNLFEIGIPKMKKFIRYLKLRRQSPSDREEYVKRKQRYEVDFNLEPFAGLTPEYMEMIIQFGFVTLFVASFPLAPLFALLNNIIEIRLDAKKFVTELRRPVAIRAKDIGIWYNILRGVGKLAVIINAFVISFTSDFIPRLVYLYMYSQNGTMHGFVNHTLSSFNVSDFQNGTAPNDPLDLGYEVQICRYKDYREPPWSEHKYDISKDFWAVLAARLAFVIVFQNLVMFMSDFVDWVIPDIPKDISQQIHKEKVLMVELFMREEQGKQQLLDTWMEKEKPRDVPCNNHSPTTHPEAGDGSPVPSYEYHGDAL
Calls only; i = inactive. This is a subset, so the mix of outcomes need not match the whole.

ANO1 activ | compound
i | C=CC[C@@H](CC(=O)N[C@@H](CO)Cc1ccccc1)C(=O)N[C@@H](COC(=O)[C@H](CC=C)CC(=O)OC(C)(C)C)Cc1c[nH]c2ccccc12
i | C[C@H](CO)N1C[C@H](C)[C@@H](CN(C)S(=O)(=O)c2ccc(Cl)cc2)Oc2ccc(NS(=O)(=O)c3ccccc3)cc2CC1=O
i | O=C(CN1CCN(c2ccc(F)cc2)CC1)N(C1CCCC1)C1CCS(=O)(=O)C1 (centres undefined)
i | COc1cccc(CC(=NO)c2cccc(OC)c2)c1
i | COc1ccccc1C1CC(=O)Oc2cc(C)c(Cl)cc21 (centres undefined)
i | COc1ccc(C2=Nn3c(nnc3-c3ccccc3Cl)SC2)cc1OC1CCCC1
i | O=[N+]([O-])c1ccccc1C=NNc1ccccc1
i | COc1ccc(CC(=O)OCC(=O)c2c(N)n(C)c(=O)n(C)c2=O)cc1OC
i | CCc1ccc(OCC(=O)OC(C)C(=O)Nc2ccc(Cl)cn2)cc1 (centres undefined)
i | Cn1c(SCC(=O)NCC2CCCO2)nnc1-c1ccco1 (centres undefined)
i | O=C(NCC(=O)N1CCN(C(=O)c2ccccc2)CC1)c1ccc(Cl)cc1Cl
i | COC(=O)C(OC(=O)c1ccccc1)C(C)Br (centres undefined)
i | NS(=O)(=O)c1ccc(NC(=O)COC(=O)Cc2c[nH]c3ccccc23)cc1
i | CCOc1ccccc1/C=C(\C(=O)O)c1ccc(S(=O)(=O)N2CCCCC2)s1
i | CCOc1cc(/C=C2/COc3ccccc3C2=O)ccc1OCC(=O)N(C)C
i | O=S(=O)(CCN1CCN(c2ccccc2O)CC1)c1cc(Cl)ccc1Cl
i | O=C(COC(=O)c1ccc(O)cc1)NC1CCCCCC1
i | CC(C)(C)OC(=O)NCCCCCNC(=O)c1[nH]cnc1C(=O)Nc1nccs1
i | CCOC(=O)c1[nH]cnc1C(=O)N1CCC(C)CC1
i | O=C(CN1CCN(C(=O)c2ccc(-c3nc4ccccc4s3)o2)CC1)Nc1ccccc1Cl

The listing continues.
ANO1 activ | compound
i | COc1ccc(/C=C/C(=O)OCC(=O)N(C)c2c(N)n(Cc3ccccc3)c(=O)[nH]c2=O)cc1OC
i | O=C(COC(=O)C1CC2CCCC(C1)C2=O)NC(=O)c1ccccc1 (centres undefined)
i | CC(CC(=O)N1CCN(S(=O)(=O)c2ccc([N+](=O)[O-])cc2)CC1)c1ccccc1 (centres undefined)
i | CN(Cc1ccc(Cl)c(Cl)c1)C(=O)C1=CC=CN2CCS(=O)(=O)N=C12
i | C=CC(=O)Nc1cccc(Oc2ccnc(Nc3ccc(N4CCN(C)CC4)cc3)n2)c1
i | O=C(COC(=O)c1cccc(O)c1)Nc1ccc(S(=O)(=O)N2CCOCC2)cc1
i | COc1ccccc1CCNC(=O)c1cc(C2CC2)nc2c1cnn2C(C)C
i | O=C(Nc1ccc(C(=O)N2CCOCC2)cc1)C1CCCC1
i | COCCN(C(=O)c1ccc(C)o1)c1c(N)n(CC(C)C)c(=O)[nH]c1=O
i | COc1cc(OC)cc(-c2cc3cc4c(cc3cn2)OCO4)c1
i | O=C(O)CCC(=NNC(=O)c1cccc(S(=O)(=O)N2CCCCC2)c1)c1ccccc1
i | CSc1ncccc1C(=O)OCC(=O)NC1CCC(C)CC1 (centres undefined)
i | C/C(=N\Nc1ccc(S(=O)(=O)N2CCCCC2)cn1)c1ccc(O)cc1
i | CN1CCN(C(=O)CNC(=O)c2cccs2)CC1
i | CC(=O)Oc1ccc(-c2ccc(C(=O)OCC(=O)c3c(N)n(C)c(=O)n(C)c3=O)cc2)cc1
i | O=C(COC(=O)c1ccc(OC(F)(F)F)cc1)NCCN1C(=O)CSC1=O
i | COc1ccc(CNC(=O)CN2C(=O)c3ccccc3S2(=O)=O)cc1
i | COc1ccc(CNC(=O)Cn2cnc3c(OCc4ccccc4)ncnc32)cc1
i | COc1cc(/C=C/C(=O)O)ccc1OS(=O)(=O)c1c(C)c(C)cc(C)c1C
i | COc1ccc(NC(=O)Nc2cccc3c2O[C@H](CN(C)S(=O)(=O)c2cccs2)[C@@H](C)CN([C@H](C)CO)C3=O)cc1

New compounds follow
ANO1 activ | compound
i | O=C(CCl)N1CCN(C(=O)C2COc3ccccc3O2)CC1 (centres undefined)
i | Cc1cc(C(=O)NNC(=O)c2ccc(Cl)c(S(N)(=O)=O)c2)c(C)o1
i | Cc1cc(OCC(=O)OCC(=O)c2ccc[nH]2)ccc1Cl
i | CCn1c(SC(C)C(=O)Nc2ccc3c(c2)OCCO3)nnc1C1CC1 (centres undefined)
i | CC1OC(c2ccccc2)OC2COC(c3ccccc3)OC12 (centres undefined)
i | N#Cc1nc(COc2ccc(Br)cc2)oc1N1CCN(Cc2ccccc2)CC1
i | CCOC(=O)C1CCN(C(=O)c2ccc(C)o2)CC1
i | O=C(COC(=O)/C=C/c1ccc([N+](=O)[O-])cc1)NCc1cccs1
i | CCOC(=O)C1=C(C)c2ccccc2OC1(C(=O)OCC)C(C)C (centres undefined)
i | Cc1cc(C)c(NC(=O)CNC(=O)c2ccc3ncsc3c2)c(C)c1
i | CC(=O)Nc1cc2c3ccccc3ccc2c2ccccc12
i | CC(C)(C)N(Cc1ccccc1)C(=O)COC(=O)/C=C/c1ccc2c(c1)OCO2
i | CCN(C(=O)COC(=O)c1c(NC(C)=O)sc(C)c1C)c1c(N)n(Cc2ccccc2)c(=O)[nH]c1=O
i | CCOc1ccc(N(C)S(=O)(=O)c2ccc(C)c(C(=O)NCc3cccs3)c2)cc1
i | Cc1cc(=O)c(C(=O)Nc2cccc(C(=O)NC3CC3)c2)nn1-c1ccccc1Cl
i | COc1ccc(NC(=O)CN(C)C(=O)c2cn(-c3ccccc3)nc2-c2ccc(F)cc2)cc1
i | CN(Cc1ccc(Cl)s1)C(=O)CN1C(=O)N(C)C2(CCCCC2)C1=O
i | Nc1cc(=O)[nH]c(SCC(=O)Nc2ccc(N3CCCCC3)cc2)n1
i | CC(=NN(Cc1ccccc1)c1ccccc1)c1ccccc1
i | Cc1cc(CNCCN(C)C)c(C)n1-c1cc(S(=O)(=O)N2CCOCC2)ccc1N1CCCC1

Ordered by SMILES length (falling): some entries from above
ANO1 activ | compound
i | Cc1cc(=O)c(C(=O)Nc2cccc(C(=O)NC3CC3)c2)nn1-c1ccccc1Cl
i | CC(C)(C)N(Cc1ccccc1)C(=O)COC(=O)/C=C/c1ccc2c(c1)OCO2
i | O=C(CCl)N1CCN(C(=O)C2COc3ccccc3O2)CC1 (centres undefined)

Next part.
ANO1 activ | compound
i | CC(=O)Nc1ccc(C(=O)OCC(=O)N2CCC(Cc3ccccc3)CC2)cc1
i | CCOC(=O)c1c[nH]c2c([N+](=O)[O-])cc(OC)cc2c1=O
i | COc1ccc(C(=O)OCC(=O)N(C)C2CCS(=O)(=O)C2)cc1Br (centres undefined)
i | O=C(/C=C/c1ccco1)c1cccc([N+](=O)[O-])c1
i | O=C(/C=C/c1ccc([N+](=O)[O-])cc1)N1CCN(S(=O)(=O)c2ccccc2)CC1
i | COc1cc([N+](=O)[O-])ccc1NC(=O)COC(=O)CCOc1ccc(C)cc1
i | CCOC(=O)[C@H]1[C@H]2COc3ccc(OC)cc3[C@@H]2N2C(=O)CN(Cc3ccc(F)cc3)C(=O)[C@@]12C
i | CNc1nc(N/N=C/c2cc([N+](=O)[O-])ccc2F)nc(Nc2ccccc2)n1
i | NC(=S)NN=C1CCCCC12CCCC2
i | CCC1S/C(=N/S(=O)(=O)c2ccc(N)cc2)NC1=O (centres undefined)
i | COc1ccc(CCN2CC(C(=O)OCC(=O)N(C)CC(=O)Nc3ccccc3Cl)CC2=O)cc1OC (centres undefined)
i | COc1ccccc1C(=O)CN1C(=O)NC2(CCCc3ccccc32)C1=O (centres undefined)
i | C[C@@H]1CN([C@H](C)CO)C(=O)c2cc(NC(=O)NC3CCCCC3)ccc2O[C@H]1CN(C)S(C)(=O)=O
i | Cc1nn(CC(=O)OCC(=O)NCCc2ccc(S(N)(=O)=O)cc2)c(C)c1[N+](=O)[O-]
i | CCC1(O)CCCC2C3CCC4CC(=O)CCC4(C)C3C(=O)CC21C (centres undefined)
i | O=C(O)C(Cc1ccccc1)N1C(=O)/C(=C/c2cccs2)SC1=S (centres undefined)
i | CC(C)C(NCC(=O)Nc1ccccc1C(=O)NC1CC1)c1ccccc1 (centres undefined)
i | CCN(CC)C(=O)c1[nH]cnc1C(=O)N[C@H](C)c1ccccc1
i | Cc1cc(C)c(NC(=O)CN(C)C(C)C(=O)N2CCc3ccccc32)c(C)c1 (centres undefined)
i | O=C(CCS(=O)(=O)c1ccc(Cl)cc1)Nc1cccc(S(=O)(=O)N2CCCCCC2)c1

(more compounds)
ANO1 activ | compound
i | O=S(=O)(N/N=C1\CCCc2ccccc21)c1ccccc1
i | O=C(Nc1ccc(S(=O)(=O)Nc2ncccn2)cc1)C1CC(=O)N(c2ccccc2)C1 (centres undefined)
i | COc1ccc([C@H]2CC(=O)C=C(c3ccc(OC)c(F)c3)C2)cc1
i | CC(=O)c1ccccc1NC(=O)COC(=O)c1c(C)nn(-c2ccccc2)c1C
i | CN(C)S(=O)(=O)c1ccc(C(=O)OCC(=O)N2CC3(C)CC2CC(C)(C)C3)cc1 (centres undefined)
i | C=CC[C@H](CC(=O)NCCO)C(=O)N[C@@H](COC(=O)[C@H](CC=C)CC(=O)OC(C)(C)C)Cc1ccccc1
i | Cn1nc(C(=O)O)c(=O)n(C)c1=O
i | CC(=O)Nc1ccc(S(=O)(=O)N[C@@H](C)C(=O)OCC(=O)c2ccc(C)cc2)cc1
i | CCN(CC(=O)Nc1c(F)cccc1F)C(=O)CN1C(=O)C2CCCCC2C1=O (centres undefined)
i | O=C1CCCC/C=C\C[C@H](CC(=O)N(CCO)Cc2ccccc2)C(=O)N2CCC[C@@H]2CO1
i | COc1ccccc1OCCNc1ccc(S(=O)(=O)N2CCCC2)cn1
i | COc1cccc(/C=C/C(=O)OCC(=O)NC(=O)NC2CCCC2)c1
i | O=C(CN1C(=O)NC2(CCCC2)C1=O)N1CCN(c2ccc(C(F)(F)F)cc2[N+](=O)[O-])CC1
i | CN(C)S(=O)(=O)c1ccc(C(=O)NC(=O)CSc2nncs2)cc1
i | CC(NC(=O)COC(=O)c1ccc2ccccc2n1)c1ccccc1 (centres undefined)
i | Cc1csc(=O)n1CCC(=O)OCc1nnc(-c2ccccc2Cl)o1
i | COc1ccc(CNCCS(=O)(=O)NN2CCOCC2)cc1
i | COc1ccccc1OCC(=O)NNC(=O)c1ccc(F)c(S(=O)(=O)N2CCOCC2)c1
i | NC(=O)c1ccc(-c2nnn(CC(=O)N(C3CCCC3)C3CCS(=O)(=O)C3)n2)cc1 (centres undefined)
i | O=C(CCc1nc(-c2ccccc2)no1)NCc1ccccc1CN1CCOCC1

Remaining list, next part:
ANO1 activ | compound
i | O=C(c1cccs1)c1sccc1Cc1ccccc1
i | COc1ccc(CN(C)C(=O)c2ccc(NS(=O)(=O)c3ccc4[nH]c(=O)[nH]c4c3)cc2)c(OC)c1OC
i | COc1ccc(SC[C@H](Cc2ccccc2)N2CC[C@@H](C)CCC2=O)cc1
i | Cc1cc2ncn(C3CC(O)C(CO)O3)c2cc1C (centres undefined)
i | COc1ccccc1C(=O)COC(=O)Cc1ccccc1F
i | Cc1cc(O)ccc1NC(=O)Cc1cccc2ccccc12
i | Cc1ccccc1C(=O)NCC(=O)N1CCN(c2ccccn2)CC1
i | O=C(O)Cc1ccc(S(=O)(=O)N2CCCC2)s1
i | O=C(CNC(=O)C1CC(=O)N(c2cccc3ccccc23)C1)Nc1ccccc1Br (centres undefined)
i | CCc1ccc(S(=O)(=O)Nc2ccc(-c3ccc4nnc(C)n4n3)cc2)s1
i | CC1(C)C[C@H]2C3=CCC4[C@@]5(C)CC[C@H](O)[C@](C)(CO)C5CC[C@@]4(C)[C@]3(C)CC[C@@]2(C)[C@H](O)[C@@H]1O (some centres undefined)
i | C[C@H](OC(=O)NCc1ccc(C(F)(F)F)cc1)[C@@H]1O[C@@]2(C)CCC[C@@H]1O2
i | O=C(C[C@@H]1C/C=C\CCC(=O)O[C@H](c2ccccc2)CNC1=O)N[C@H](CO)Cc1ccccc1
i | Cc1ccccc1C(=O)N1CCC(C(=O)Nc2ccc(S(=O)(=O)N3CCOCC3)cc2)CC1
i | CSCCC(NS(=O)(=O)c1ccccc1F)C(=O)Nc1ccncc1 (centres undefined)
i | CC(C)CC(=O)N1CCN(S(=O)(=O)c2ccc(C3CCCCC3)cc2)CC1
i | O=c1[nH]cnc2c1ncn2C1OC(CO)C(O)C1O (centres undefined)
i | C=CC[C@H](CC(=O)N[C@H](CO)Cc1ccccc1)C(=O)N[C@@H](COC(=O)[C@H](CC=C)CC(=O)OC(C)(C)C)Cc1c[nH]c2ccccc12
i | COc1cc(C#Cc2c(-c3cncn3C)n(C)c3ccc(-c4cnc(N5CCOCC5)nc4)cc23)cc(OC)c1
i | O=C(NCC1CCCO1)c1ccc2[nH]c3c(c2c1)CCCC3 (centres undefined)
i | C=CCSc1nnc(NC(=O)c2ccc(N3CCCC3=O)cc2)s1

Structural class: those above with two or more sulfur atoms
ANO1 activ | compound
i | C[C@H](CO)N1C[C@H](C)[C@@H](CN(C)S(=O)(=O)c2ccc(Cl)cc2)Oc2ccc(NS(=O)(=O)c3ccccc3)cc2CC1=O
i | CCOc1ccccc1/C=C(\C(=O)O)c1ccc(S(=O)(=O)N2CCCCC2)s1
i | COc1ccc(NC(=O)Nc2cccc3c2O[C@H](CN(C)S(=O)(=O)c2cccs2)[C@@H](C)CN([C@H](C)CO)C3=O)cc1
i | CCOc1ccc(N(C)S(=O)(=O)c2ccc(C)c(C(=O)NCc3cccs3)c2)cc1
i | CCC1S/C(=N/S(=O)(=O)c2ccc(N)cc2)NC1=O (centres undefined)
i | O=C(O)C(Cc1ccccc1)N1C(=O)/C(=C/c2cccs2)SC1=S (centres undefined)
i | O=C(CCS(=O)(=O)c1ccc(Cl)cc1)Nc1cccc(S(=O)(=O)N2CCCCCC2)c1
i | CN(C)S(=O)(=O)c1ccc(C(=O)NC(=O)CSc2nncs2)cc1
i | O=C(c1cccs1)c1sccc1Cc1ccccc1
i | O=C(O)Cc1ccc(S(=O)(=O)N2CCCC2)s1
i | CCc1ccc(S(=O)(=O)Nc2ccc(-c3ccc4nnc(C)n4n3)cc2)s1
i | CSCCC(NS(=O)(=O)c1ccccc1F)C(=O)Nc1ccncc1 (centres undefined)
i | C=CCSc1nnc(NC(=O)c2ccc(N3CCCC3=O)cc2)s1
